# Bioassay records: PubChem, several laboratories
# pCIP destab = lowers stability of the mouse p/CIP coactivator protein. F442A p/CIP-EGFP cells, EGFP fluorescence, 16 h. hit rate 0.01% among 290,000. Q05BA5. decrease of EGFP signal, % at 10 µM. AID 1984;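 active means EGFP signal decrease of at least 30% at 10 µM or well 3 SD below plate mean, unless failing retest; inactive means the rest, including hits failing retest or dose response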; further: some compounds called inactive have numbers as strong as hits; many of its hits are not listed in these tables
# IDE cell activ = IDE (human) activation, cell-based. P14735. HEK cells, FAbeta-B cleavage, fluorescence polarization; 0% vehicle, 100% cell-free pure enzyme wells. activation, % at 5.96 µM. hit rate 0.073% among 340,000. AID 493087;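 active means activation above the mean of all tested compounds plus 3 SD, set per screening campaign, cut at about 17% in these data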
# UBC9 SUMO inh = inhibitors of human SUMOylation (UBC9); P63279; HTRF SUMOylation assay, SAE1/SAE2 + UBC9, in vitro; inhibition, % at 35 µM; hit rate 0.36% among 290,000; AID 2006; in the data active means inhibition above about 50%, passing the limit was not always enough; inconclusive means no clear call, values can overlap the other calls; further: strong numbers were not always called active
# Target sequence (P63279 whole entry, looked up): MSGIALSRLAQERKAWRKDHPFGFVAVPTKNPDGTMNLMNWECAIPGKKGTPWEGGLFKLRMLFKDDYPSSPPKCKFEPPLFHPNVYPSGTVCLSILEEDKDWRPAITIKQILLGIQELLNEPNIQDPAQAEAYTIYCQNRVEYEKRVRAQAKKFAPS
# MEKK3 PB1 HTS = MEKK3-MEK5 PB1 interaction, increase or decrease; bead-based flow cytometry, Alexa488-MEK5 binding to MEKK3; actives lie on both sides; 0 = blocked by unlabeled MEK5, 100 = vehicle; binding response (% of control), % at 10 µM; hit rate 1.4% among 290,000; AID 1529;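 active means binding response more than 3 SD above or below the average of its plate-row segment, actives on both sides; inconclusive means wells at one plate position flagged as instrument error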;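 further: Alexa488 bead fluorescence after subtracting the streptavidin-only scavenger bead signal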
# Target sequence (Q99759 whole entry, looked up): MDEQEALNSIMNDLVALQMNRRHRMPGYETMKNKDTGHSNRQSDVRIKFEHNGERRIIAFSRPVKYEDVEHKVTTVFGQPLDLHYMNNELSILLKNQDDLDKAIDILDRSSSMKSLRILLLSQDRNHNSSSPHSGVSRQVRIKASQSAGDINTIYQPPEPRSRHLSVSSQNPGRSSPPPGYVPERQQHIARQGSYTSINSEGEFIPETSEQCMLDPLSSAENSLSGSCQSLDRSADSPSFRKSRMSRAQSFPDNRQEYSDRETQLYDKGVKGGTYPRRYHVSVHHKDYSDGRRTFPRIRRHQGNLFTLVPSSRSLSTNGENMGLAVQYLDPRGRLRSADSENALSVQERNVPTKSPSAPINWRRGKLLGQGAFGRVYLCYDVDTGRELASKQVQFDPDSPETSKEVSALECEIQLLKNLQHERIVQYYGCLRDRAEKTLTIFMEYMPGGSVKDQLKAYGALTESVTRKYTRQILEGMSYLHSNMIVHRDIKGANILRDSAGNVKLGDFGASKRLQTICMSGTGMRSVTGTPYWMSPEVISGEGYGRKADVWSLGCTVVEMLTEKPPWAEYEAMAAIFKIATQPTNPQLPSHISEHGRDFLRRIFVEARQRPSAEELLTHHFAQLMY
# M18AAP inhibitor = blocks P. falciparum M18 aspartyl aminopeptidase. AID 1822. hit rate 1.2% among 290,000. inhibition, % at 7.35 µM. recombinant PfM18AAP, H-Glu-NHMec fluorogenic cleavage;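 active means inhibition above the campaign mean inhibition over all tested compounds plus 3 SD, cut at about 28% in these data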;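 further: 0% = plate median of test compound wells and 100% = 2 mM ZnCl2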
# MEKK2 WT-MEK5 = raises or lowers MEK5 binding to wildtype human MEKK2 PB1 domain | Q9Y2U5 | bead flow cytometry, Alexa488-MEK5 binding to MEKK2 WT; actives lie on both sides | binding response (% of control), % at 10 µM | hit rate 1.1% among 290,000 | AID 1531; in the data active means binding response below about 67% or above about 130%; inconclusive means no clear call, values can overlap the other calls; inactive means in between
# NALP1 yeast inh = blocks the NALP1 inflammasome reconstituted in yeast. S. cerevisiae NALP1/ASC/caspase-1 growth, X-gal OD620, 72 h. inhibition, % at 10 µM. hit rate 0.61% among 280,000; in the data active means inhibition mostly above about 24%, no sharp cut-off; inactive means mostly below about 32%; further: some compounds called inactive have numbers as strong as hits
# MEKK2mut PB1 HTS = signal of MEK5 binding to mutant human MEKK2 PB1 domain; percent response, % at 10 µM; hit rate 0.35% among 290,000; bead flow cytometry, Alexa488-MEK5 binding to MEKK2 mutant; AID 1530; in the data active means percent response above about 24%, passing the limit was not always enough; further: inactives centre near 1; some results filed as inactive read as strong as hits; reference of the scale not given here
# IDE cell inh = inhibits human insulin-degrading enzyme in HEK cells | P14735 | FAbetaB cleavage, fluorescence polarization | inhibition, % at 5.59 µM | hit rate 0.41% among 320,000;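 active means percent inhibition above the average of all tested compounds plus 3 SD, set per screening campaign, cut at about 16% in these data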;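 further: IDE supplied by intact live HEK cells; FP after avidin binding of uncleaved biotin substrate so inhibition keeps polarization high; 0% = DMSO wells and 100% = 60 µM reference IDE inhibitor Ii1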
# * marks the source's active call; other numbers are inactive results; ? = inconclusive; · = no result given; [ ] = another dose, or the depositor's remark. Not all compounds are listed; rates above refer to the full screens.
SMILES,pCIP destab,IDE cell activ,UBC9 SUMO inh,MEKK3 PB1 HTS,M18AAP inhibitor,MEKK2 WT-MEK5,NALP1 yeast inh,MEKK2mut PB1 HTS,IDE cell inh
Cc1ccsc1C(=O)NN=C1CCCCCC1,-3,7,11,104,-7,106,20,3,0
Cc1cc(=O)oc2c(C)c(OCC(=O)N3CCN(c4cccc(Cl)c4)CC3)ccc12,-6,-1,3,99,0,101,13,-2,2
Cc1ccc2cc(CCNC(=O)c3c(-c4ccccc4Cl)noc3C)c(=O)[nH]c2c1,10,8,0,93,-6,94,14,-5,-1
Cc1cc(O)c(/C=N/Nc2ccccc2)c(=O)o1,-12,2,16,101,4,104,27,11,3
CCN(CCO)Cc1cn[nH]c1-c1ccc(C)c(C)c1,-2,2,0,102,0,97,3,1,3
CCOC(=O)C1(CCOC)CCN(C/C=C/c2ccccc2OC)CC1,·,-4,·,100,0,102,·,5,-7
O=C(CN1C(=O)C2CCCCC2C1=O)OCC(=O)c1ccc(Cl)s1 (stereo unspecified),-9,1,2,100,1,103,-6,-1,-2
c1cnc(SCCCOc2ccc3ccccc3c2)nc1,1,5,-17,·,6,·,-1,·,3
COc1nccnc1NS(=O)(=O)c1ccc(NC(=S)NC(=O)c2cccnc2)cc1,-6,1,24,99,12,96,·,1,0
CC1CCCC(C)N1S(=O)(=O)c1ccc(S(=O)(=O)NCc2ccccc2)cc1 (stereo unspecified),8,-1,-25,89,1,105,-8,4,3
COc1cc(/C=N/Nc2ccccc2[N+](=O)[O-])cc(OC)c1O,-1,6,-21,102,16,100,-12,-2,-3
CCn1cc(Br)c(C(=O)N(C)Cc2ccccc2)n1,-6,-2,8,88,1,88,8,-7,4
Cc1ccc(S(=O)(=O)NC(=O)c2ccc(F)cc2)c(C)c1,-6,4,8,102,-1,102,-1,4,-1
Cc1ccc(S(=O)(=O)c2c(C)cc(C)nc2N2CCCC2)cc1,-6,7,15,97,3,94,0,-5,8
CSc1n[nH]c(-c2ccc(C(F)(F)F)cc2)n1,-13,5,-7,101,-2,98,·,2,3
O=C1CC(O)(c2ccccc2)C(c2ccccc2)=C1c1ccccc1 (stereo unspecified),-4,-1,-8,87,0,86,-23,1,13
O=C1CCCN1CCCNC(=S)Nc1ccccc1,-2,·,7,63,-6,93,0,-23,1
Cc1c(NC(=O)COC(=O)c2ccc(S(=O)(=O)N3CCOCC3)cc2)c(=O)n(-c2ccccc2)n1C,-6,5,7,105,2,98,10,-3,-1
O=C(N/N=C/c1cccnc1)c1cc(-c2cccs2)nc2ccccc12,-1,1,27,104,4,101,17,1,3
O=c1c2ccccc2c(C=NC2CCN(Cc3ccccc3)CC2)c(O)n1Cc1ccc2c(c1)OCO2,13,·,-5,101,1,154*,19,18,1
NNC(=O)Cn1cnc2ccccc21,-16,-1,24,85,1,88,-13,-3,-3
CCOc1ccc(NC(=O)C23CC4CC(C2)CC(c2ccccc2)(C4)C3)cc1,-16,1,-19,?,3,?,10,-17,-5
C[n+]1ccc(/C=C/c2c[nH]c3ccccc23)cc1,-63,-22,7,91,4,93,-9,-3,24*
COc1ccc2ccccc2c1/C=N\NC(=O)c1ccc(C)s1,-3,-5,-6,98,-3,95,4,-1,·
COc1ccc(S(=O)(=O)N2CCOC2CNC(=O)C(=O)NCCCN2CCOCC2)cc1OC (stereo unspecified),8,2,-3,99,-4,99,4,1,9
CC(=O)c1c(C)[nH]c(C(=O)OCCOc2ccccc2)c1C,-8,6,-13,101,-9,100,-14,-2,6
COc1ccc(CCNC(=O)C23CN(Cc4ccccc4)CC2C(c2cccc([N+](=O)[O-])c2)=NO3)cc1 (stereo unspecified),-3,1,8,100,-1,97,36,1,3
Cc1c(Cl)cccc1NC(=O)CSCC(N)=O,14,-1,-12,98,-8,98,9,2,-3
COc1ccc(COc2cc(-c3cccc(OC)c3)nc3ccc(NC(=O)c4ccccc4)cc23)cc1,-11,-2,4,101,1,95,35,-4,0
COc1ccc(C(=O)/C=C/c2ccc(O)cc2)cc1,-4,-9,16,100,6,99,-5,1,2
CCC(c1nnc(SCC(=O)Nc2nnc(-c3ccccc3)o2)n1Cc1ccccc1)N(C)C (stereo unspecified),9,4,-6,101,11,103,-3,0,8
Cc1ccc2nc(C)cc(C(=O)OCC(=O)Nc3cccnc3Cl)c2c1,-3,-4,15,102,1,98,-6,3,4
O=S(=O)(c1ccc2ccccc2c1)N1CCNCC1,-12,6,0,105,0,110,3,5,1
NC(=O)CC(NC(=O)c1cccc(Br)c1)c1ccc(N2CCCCCC2)c([N+](=O)[O-])c1 (stereo unspecified),-21,0,-7,100,-3,96,26,-6,-4
COc1ccc(-c2cc(C(F)(F)F)n3ncc(C(=O)NCC4CCCO4)c3n2)cc1OC (stereo unspecified),2,-1,18,103,2,103,5,7,4
COc1cnc(-c2ccccn2)nc1Oc1ccccc1,6,0,20,96,0,89,21*,-14,-2
N#Cc1ccccc1Cn1cc(/C=C/[N+](=O)[O-])c2ccccc21,-5,-4,11,96,-2,89,75*,-3,16*
COC(=O)C1=C(COc2ccccc2)NC(=O)NC1c1ccc(Br)cc1 (stereo unspecified),-16,1,21,95,5,91,1,6,2
O=C(CCN1CCN(CCO)CC1)Nc1ccc(OCc2ccccc2)cc1,-4,7,10,94,-2,96,29,-5,3
O=C(CCN1C(=O)/C(=C/c2ccc(F)cc2)SC1=S)NCCCn1ccnc1,-15,0,11,98,18,108,7,-1,7

# One compound at a time, from the list above.
# Record of COc1ccc(CCNC(=O)C23CN(Cc4ccccc4)CC2C(c2cccc([N+](=O)[O-])c2)=NO3)cc1 (stereo unspecified) : pCIP destab: -3; IDE cell activ: 1; UBC9 SUMO inh: 8; MEKK3 PB1 HTS: 100; M18AAP inhibitor: -1; MEKK2 WT-MEK5: 97; NALP1 yeast inh: 36; MEKK2mut PB1 HTS: 1; IDE cell inh: 3
# Record of CCOC(=O)C1(CCOC)CCN(C/C=C/c2ccccc2OC)CC1 : pCIP destab: ·; IDE cell activ: -4; UBC9 SUMO inh: ·; MEKK3 PB1 HTS: 100; M18AAP inhibitor: 0; MEKK2 WT-MEK5: 102; NALP1 yeast inh: ·; MEKK2mut PB1 HTS: 5; IDE cell inh: -7

# More records:
SMILES,pCIP destab,IDE cell activ,UBC9 SUMO inh,MEKK3 PB1 HTS,M18AAP inhibitor,MEKK2 WT-MEK5,NALP1 yeast inh,MEKK2mut PB1 HTS,IDE cell inh
Cc1ccc(C(=O)/C=C/c2c[nH]c3ccccc23)cc1,-5,-5,-22,101,-2,102,20,-3,-1
N#Cc1ccc(C(=O)Nc2cccc3cccnc23)c(F)c1,-13,6,12,112,-4,107,40*,-4,-1
COCc1nc2ccccc2n1CCOc1ccccc1OC,0,0,-6,92,4,94,26,-6,-1
COc1ccccc1N1CCN(C(=O)CN(C)S(=O)(=O)c2ccc3c(c2)c(=O)n(C)c(=O)n3C)CC1,6,3,4,100,-8,88,11,-11,4
CCOC(=O)CSc1nc(COc2ccccc2)nc2ccccc12,0,-2,0,98,-5,94,5,-3,8
CCCn1c2ccccc2c2cnn(CC(=O)NCCN(C)C)c(=O)c21,1,6,10,99,1,108,8,9,·
O=C(Cn1ncc2c([nH]c3ccccc32)c1=O)N1CCN(c2ccccn2)CC1,-11,2,13,100,-6,101,10,-2,-1
CCC1CSC(Nc2ccc(C(=O)/C=C/c3ccc(Br)cc3)cc2)=N1 (stereo unspecified),-10,-2,-15,105,-16,116,18,-1,7
CC(=O)Nc1ccc(S(=O)(=O)N(C)CC(=O)OC(C)C(=O)N(C)C2CCCCC2)cc1 (stereo unspecified),2,1,-3,98,2,99,2,0,0
COc1cc(NC(=O)c2cc(C)nc3ccccc23)cc(OC)c1OC,10,4,1,142*,4,122,2,10,2
COc1ccc(Cl)cc1S(=O)(=O)N1CCC(C(=O)N2CCOCC2)CC1,-9,3,-6,98,-2,100,0,-3,3
Cc1nnc(NC(=O)CC(C)c2ccccc2)s1 (stereo unspecified),0,-3,-2,99,8,98,0,-7,0
Cc1c(Br)ccc(NC(=O)COc2ccccc2C(N)=O)c1C,-9,3,18,101,-2,103,11,5,2
CCOC(=O)c1c(-c2ccc(C)o2)csc1NC(=O)CSc1nnnn1-c1ccccc1,-8,-3,10,86,-100,82,12,-13,-2
CCN1CCN(c2ccc(S(=O)(=O)N3CCCCC3)cc2NC(=O)Cc2ccc(OC)cc2)CC1,5,5,-1,106,-10,120,29,8,0
Cc1cc(O)c(NC(=O)c2ccco2)cc1C,4,-1,-20,93,7,98,22,0,-1
O=C(Cn1c(=O)n(Cc2ccc(F)cc2)c(=O)c2ccccc21)NCC1CCCO1 (stereo unspecified),-11,1,8,102,-2,105,7,6,4
O=C(CCCN1C(=O)/C(=C/c2cccs2)SC1=S)Nc1ccc(O)c(C(=O)O)c1,-7,·,4,106,3,104,-7,3,·
CC(=O)N1C(=O)CC(C)N(C(C)=O)c2ccc([N+](=O)[O-])cc21 (stereo unspecified),-5,-1,1,100,-2,109,27,11,6
Cc1ccc(OCC(O)Cn2c3ccccc3c3ccccc32)cc1 (stereo unspecified),4,2,-24,106,3,109,8,6,-1
CCc1ccc2oc(C(=O)NCCc3ccc(S(N)(=O)=O)cc3)cc(=O)c2c1,-4,2,-4,104,-3,104,7,7,5
COc1ccc(NC(=O)c2cccc(S(=O)(=O)N3CCOCC3)c2)cn1,-1,5,5,105,-5,108,11,14,-4
CCCc1nnc(SCC(=O)N2CCCC(C)C2)n1CCOC (stereo unspecified),8,4,11,99,-2,102,5,3,2
NC(=O)c1ccc(C(F)(F)F)n(Cc2ccccc2Cl)c1=O,1,1,-10,101,6,96,10,0,5
O=C(NCC1CC1)c1ccccc1Cl,-7,2,-8,107,-2,107,-2,9,2
Cc1coc2c1c(C)cc1oc(=O)c(CC(=O)NCC(=O)O)c(C)c12,-1,2,40,93,4,95,2,-6,·
CSCC(O)Cn1ncc2ccccc2c1=O (stereo unspecified),-9,2,14,84,-13,90,·,-4,-7
Cc1nc(CC(=O)NNS(=O)(=O)c2ccc(F)c(Cl)c2)cs1,-10,5,-12,86,1,92,19,-3,2
CC(=O)NCC(=O)N(Cc1ccco1)C1(C(=O)NC2CCCCC2)CCCCC1,-4,4,-3,107,4,105,23,0,-3
C=CCn1cnc2c(nnn2-c2ccc(C)c(C)c2)c1=O,-4,2,7,2.0*[inhibitor],-4,1.0*[inhibitor],25,-72,1
Cc1cc(NC(=O)CSc2nc3ccccc3c(=O)n2C2CCCC2)no1,-17,1,2,102,0,98,-4,0,-2
Cc1ccc(/C=N/NC(=O)CN(Cc2ccccc2)S(=O)(=O)c2ccc3c(c2)OCCO3)cc1,0,7,-12,101,6,100,10,-1,-1
COc1ccc(C2Nc3cccc4cccc(c34)N2)cc1,-13,4,18,99,4,97,5,-1,0
Cc1csc(NC(=O)CSCC(=O)O)c1-c1nc2ccccc2s1,1,2,37,99,7,101,2,-2,1
NCCn1c(-c2ccccc2)cc(C(=O)O)c1-c1ccccc1F,0,1,-14,106,2,99,28,4,1
O=C(COC(=O)c1ccc([N+](=O)[O-])o1)NC1CCS(=O)(=O)C1 (stereo unspecified),-7,2,-2,95,-3,97,22,-15,-4
Cc1c(NC2=C(Cl)C(=O)N(c3ccccc3)C2=O)c(=O)n(-c2ccccc2)n1C,-5,-1,10,103,11,104,6,0,-2
